# SKKanGAS inh: SKKanGAS growth inhibition | S. pyogenes SKKanGAS, kanamycin growth, BacTiter-Glo, 6 h | inhibition, % at 7.5 µM | 1.3% of 300,000 active;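 active = mean replicate score, as percent of positive control median, at least 50; inconclusive = mean below 50 but one replicate at or above 50; inactive = mean and every replicate below 50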;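 also: strain carries kanamycin resistance gene driven by streptokinase promoter and grows in 40 µg/ml kanamycin; loss of luminescence reflects streptokinase promoter inhibition or plain growth inhibition; 0% = median of DMSO wells and 100% = positive control at its reference dose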
# hERG rescue: hERG (human) protection from proarrhythmic block. Q12809. CHO-hERG, FluxOR thallium flux, dofetilide IC70 present. activation (rescue from dofetilide block), less the hit threshold, % at 10 µM. 0.51% of 310,000 active. AID 1511;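 active = activation above the mean of controls blocked by dofetilide plus 5 SD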;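 also: thallium influx through hERG after potassium depolarization seen as dye fluorescence rise; in these data hits start at about 4.7%; inactives centre near -7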
# HDAC3 inh: human HDAC3 inhibition. 0.15% of 320,000 active. recombinant HDAC3, fluorogenic peptide/trypsin coupled, fluorescence. O15379. inhibition, % at 8.3 µM; in the data active = inhibition above about 26%, passing the limit was not always enough; inconclusive = no clear call, values can overlap the other calls
# Target sequence (O15379 whole entry, looked up): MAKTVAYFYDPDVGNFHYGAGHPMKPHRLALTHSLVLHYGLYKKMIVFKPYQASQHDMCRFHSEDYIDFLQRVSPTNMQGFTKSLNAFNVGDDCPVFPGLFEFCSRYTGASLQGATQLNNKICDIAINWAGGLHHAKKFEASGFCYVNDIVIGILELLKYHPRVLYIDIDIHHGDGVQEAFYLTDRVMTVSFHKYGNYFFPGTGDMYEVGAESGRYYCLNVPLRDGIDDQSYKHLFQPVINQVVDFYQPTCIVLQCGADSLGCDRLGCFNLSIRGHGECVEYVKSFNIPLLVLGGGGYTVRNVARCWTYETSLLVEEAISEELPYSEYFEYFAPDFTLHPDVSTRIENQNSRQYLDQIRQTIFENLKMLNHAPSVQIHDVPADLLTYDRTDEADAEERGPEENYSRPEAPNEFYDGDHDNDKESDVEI
# RGS4 inh: inhibitors of human RGS4; P49798; HEK293 M3R/RGS4 inducible, Fluo-4 calcium flux; hits give high values; triggered by carbachol at its EC20; B-score at 10 µM; 0.45% of 310,000 active; AID 463165;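 active = B-score, a plate-corrected calcium signal, over three deviations above library mean, with baseline fluorescence within five deviations of library mean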;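 also: RGS4 expression induced by doxycycline in cells with stable M3 receptor; B-score is computed from the integrated fluorescence ratio over baseline after carbachol; higher B-score means a larger calcium signal and so more RGS4 inhibition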
# TMEM16A act: activators or potentiators of mouse TMEM16A chloride channel; HEK293 TMEM16A/YFP-H148Q/I152L, iodide quench fluorescence; hits give low values; 0.3% of 340,000 active; Q8BHY3; B-score at 10 µM;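 active = fluorescence-ratio B-score plate-corrected deviation score at least 3 library SD below zero, with starting fluorescence score within 5 deviations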;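 also: channel opened by trigger with iodide after compound preincubation; score built on the fluorescence ratio of max minus min over baseline; more negative score means more quench and so TMEM16A activation or potentiation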
# KCNK9 inh: inhibitors of human KCNK9 two-pore domain potassium channel; Q9NPC2; HEK293 KCNK9, FluxOR thallium flux fluorescence; hits give low values; B-score at 10 µM; 1.2% of 310,000 active; AID 488922;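 active = ratio B-score over 3 SD below the library mean, with starting fluorescence within 5 SD of its mean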;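 also: negative B-score means less thallium flux so channel inhibition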
# KCNQ1 block: human KCNQ1 channel inhibition | AID 2642 | CHO-K1 KCNQ1, FluxOR thallium flux fluorescence; hits give high values | B-score at 10 µM | 1.3% of 310,000 active | P51787;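 active = compounds whose thallium flux B-score, printed positive for inhibition, exceeds three library SD while starting fluorescence stays within three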;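 also: channel opened by potassium depolarization with thallium stimulus after 20 min compound exposure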
# Target sequence (P51787 whole entry, looked up): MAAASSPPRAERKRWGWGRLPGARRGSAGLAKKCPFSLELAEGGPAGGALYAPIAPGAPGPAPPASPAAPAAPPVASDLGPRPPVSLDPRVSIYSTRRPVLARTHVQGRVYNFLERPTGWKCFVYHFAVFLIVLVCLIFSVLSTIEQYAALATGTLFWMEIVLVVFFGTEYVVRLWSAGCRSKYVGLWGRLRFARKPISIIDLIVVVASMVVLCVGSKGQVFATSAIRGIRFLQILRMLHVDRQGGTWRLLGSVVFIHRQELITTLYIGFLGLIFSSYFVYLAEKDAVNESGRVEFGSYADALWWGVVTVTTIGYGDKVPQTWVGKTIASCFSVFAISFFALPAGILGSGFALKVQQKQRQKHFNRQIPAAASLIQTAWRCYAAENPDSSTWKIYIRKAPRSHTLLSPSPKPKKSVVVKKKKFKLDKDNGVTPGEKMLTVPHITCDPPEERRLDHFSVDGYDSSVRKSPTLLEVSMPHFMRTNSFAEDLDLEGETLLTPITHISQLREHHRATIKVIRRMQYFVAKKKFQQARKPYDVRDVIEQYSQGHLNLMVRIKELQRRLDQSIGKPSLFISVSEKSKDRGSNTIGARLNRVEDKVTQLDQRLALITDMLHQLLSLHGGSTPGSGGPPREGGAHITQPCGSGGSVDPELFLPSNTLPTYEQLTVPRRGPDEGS
# KCNK3 block: human KCNK3 channel inhibition, primary screen; B-score at 10 µM; AID 602410; CHO-KCNK3 thallium flux, FluxOR fluorescence; hits give low values; 0.84% of 340,000 active;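 active = B-score under library mean minus 4 SD, starting fluorescence ratio at most library mean plus 5 SD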;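 also: more negative B-score means stronger inhibition of thallium flux through KCNK3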
# RGS4 act: RGS4 potentiation or activation; 0.92% of 310,000 active; AID 463111; B-score at 10 µM; HEK293 M3R/inducible RGS4, carbachol calcium flux Fluo4; hits give low values;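 active = B-score of the integrated calcium signal more than 4 SD below the library mean, with starting fluorescence not abnormally high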;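 also: negative B-score means reduced calcium response which marks RGS4 activation or potentiation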
#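 System – HEK293 FlpIn-TREx cells, stable M3R, doxycycline-inducible RGS4 · Reagent – ECmax carbachol challenge · Times – compound preincubation 20 min at room temperature before agonist · Technique – Fluo4 fluorescence kinetic imaging of calcium · Measure – B score of integrated Fluo4 ratio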
# KCNQ1 act: potentiates or activates the human KCNQ1 potassium channel. P51787. AID 2648. CHO-K1 KCNQ1, thallium flux FluxOR fluorescence; hits give high values. 0.35% of 310,000 active. B-score at 10 µM;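 active = fluorescence ratio B-score, a plate-corrected score, at least three library SD, with initial intensity B-score within 5 SD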
#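 assay system = CHO-K1 cells stably expressing KCNQ1 | medium = assay buffer, equal DMSO in all wells | timing = 37 °C overnight plating, 90-min dark dye load, 20-min compound pretreatment | measured by = kinetic FluxOR thallium fluorescence, 10-s 1-Hz baseline, 110-s post-stimulus read | measure = fluorescence change relative to baseline, converted to B score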
# TMEM16A inh: mouse TMEM16A channel inhibition, primary screen. HEK293 TMEM16A/YFP iodide influx fluorescence, ionomycin. normalized B-score (activity score, 25-100; higher = stronger inhibition) at 10 µM. 1.2% of 310,000 active. AID 588511;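 active = ratio plate-corrected score three or more library SD toward inhibition, starting fluorescence score within five deviations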;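 also: score derived from kinetic fluorescence span divided by baseline fluorescence per well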
# * = called active by the depositor; i = inactive; ? = inconclusive; / = not tested or not shown. Hits appear at their usual frequency; 6.3% or so of the library scored in one or more.
SMILES,SKKanGAS inh,hERG rescue,HDAC3 inh,RGS4 inh,TMEM16A act,KCNK9 inh,KCNQ1 block,KCNK3 block,RGS4 act,KCNQ1 act,TMEM16A inh
COC(=O)[C@@H](NC(=O)NC(C)CCc1ccccc1)C(C)C (some centres not stated),-18.0,-4.4,-4.7,i,i,i,i,i,i,i,i
CCN(CC(=O)N1CCN(C)CC1)S(=O)(=O)c1ccc(Cl)cc1,4.6,-8.2,1.8,i,i,i,i,i,i,i,i
CC(=O)NNC(=S)NC(=O)C(c1ccccc1)c1ccccc1,61.3*,-16.2,5.4,i,i,i,i,i,i,i,i
CC(C)(C)c1ccc(NC(=O)CSc2nnc(-c3n[nH]c4ccccc34)o2)cc1,7.8,-2.5,?,i,i,i,i,i,i,i,i
CC1CC1C(=O)OCC(=O)Nc1ccccc1Oc1ccccc1 (configuration not stated),-8.6,-2.3,-12.9,i,i,i,i,i,i,i,i
CCc1nnc(NC(=O)c2cc([N+](=O)[O-])ccc2N2CCOCC2)s1,-9.6,-9.2,-7.3,i,i,i,i,i,i,i,i
CCOc1ccc(N2C(=O)CC(N)C2=O)cc1 (configuration not stated),/,-2.2,1.8,i,i,i,i,i,i,i,i
Cc1cc(C)cc(N(C(=O)c2ccccn2)C(C(=O)NC2CCCCC2)c2cccs2)c1 (configuration not stated),-0.3,-11.6,-1.2,i,i,i,i,i,i,i,i
COc1ccccc1C(=O)NC(=O)COC(=O)CN1C(=O)NC(C)(C)C1=O,-5.4,-10.8,-0.5,i,i,i,i,i,i,i,i
COc1ccc(Cc2nnc(N/N=C(\C)c3ccccc3)[nH]c2=O)cc1OC,-0.8,-11.2,6.1,i,i,i,i,i,i,i,i
Cc1ccccc1NC(=O)C(=O)NCC1CCCN1S(=O)(=O)c1cccs1 (configuration not stated),4.2,-14.7,0.3,i,i,i,i,i,i,i,i
COc1ccc(-c2csc(NCCc3nc4cc(C(=O)NCCCO)ccc4n3Cc3ccc(C)cc3)n2)cc1,30.6,-7.6,9.7,i,i,i,i,i,i,i,i
CCOc1ccc(N=C(NC#N)SC)cc1,-1.7,-11.0,-0.2,i,i,i,i,i,i,i,i
O=C1CC2(CCN(C(=O)c3c(F)cccc3F)CC2)Oc2ccccc21,9.7,-10.2,-18.1,i,i,i,i,i,i,i,i
O=C(COC(=O)C1(c2ccccc2F)CCCC1)NCc1cccs1,11.8,-6.2,-2.8,i,i,i,i,i,i,i,i
CC(=O)Nc1ccc(S(=O)(=O)Nc2nccc(/C=C/c3ccccc3F)n2)cc1,-2.9,-0.4,-7.5,i,i,i,i,i,i,i,i
CC12CN3CC(C)(CN(C1)C3c1ccc(Cl)cc1Cl)C2=O (configuration not stated),1.8,-7.3,0.7,i,i,i,i,i,i,i,i
Cc1ccc(S(=O)(=O)N2CCOCC2)cc1NC(=O)COC(=O)c1ccc2c(c1)OCO2,1.8,-7.7,-5.3,i,i,i,i,i,i,i,i
CCOC(=O)C1CCCN(C2=NC(=O)/C(=C/c3ccc(O)c(OCC)c3)S2)C1 (configuration not stated),4.4,-7.5,5.9,i,i,i,i,i,i,i,i
CCOC(=O)c1c(C)[nH]c(C(=O)COC(=O)/C=C/c2ccc(OCC#N)c(OC)c2)c1C,-8.8,-12.2,1.3,i,i,i,i,i,i,i,i
C=CCn1c(SCc2cccc3ccccc23)nnc1-c1cccnc1,-2.5,-15.4,1.8,i,i,i,i,i,i,i,i
N#C/C=C/N1CCC(Cc2ccccc2)CC1,-23.2,-14.2,-1.4,i,i,i,i,i,i,i,i
Clc1ccc(CN2CCN(c3ncccn3)CC2)cc1,0.7,-2.4,-1.2,i,i,i,i,i,i,i,i
O=C1C2CCCN2C(=O)N1CCCN1CCN(c2ccc([N+](=O)[O-])cc2)CC1 (configuration not stated),-3.7,2.2,-1.1,i,i,i,i,i,i,i,i
COc1ccc(OC)c(C2=NOC(C(=O)NCc3ccccn3)C2)c1 (configuration not stated),-8.4,-8.5,4.8,i,i,i,i,i,i,i,i
CS(=O)(=O)N(CC(O)CON=C1c2ccccc2-c2ccccc21)c1ccc(F)cc1 (configuration not stated),3.2,-7.5,1.2,i,i,i,i,i,i,i,i
CCCc1cc(C(=O)NNC(=S)NC2CCCCC2)cs1,-1.3,-12.2,-4.0,i,i,i,i,i,i,i,i
O=C(CSc1nnc2ccccn12)NCc1cccs1,0.0,-1.2,-3.7,i,i,i,i,i,i,i,i
CCOC(=O)c1c(NC(=O)COC)sc(C)c1C,-0.5,-7.5,-3.4,i,i,i,i,i,i,i,i
CCCCc1nnc(NC(=O)c2ccc3c(=O)n4c(nc3c2)CCC4)s1,10.6,-15.8,-6.7,i,i,i,i,i,i,i,i
NC(=O)C1CCN(c2oc(/C=C/c3ccc(F)cc3)nc2S(=O)(=O)c2ccccc2)CC1,-3.9,-3.1,-9.6,i,i,i,i,i,i,i,i
O=C(c1ccc([N+](=O)[O-])cc1)N1CCN(c2cccc3[nH]ccc23)CC1,-5.1,-1.1,-5.5,i,i,i,i,i,i,i,i
COc1cc(/C=N/NC(=O)c2ccoc2C)ccc1O,-6.1,-5.9,5.2,i,i,i,i,i,i,i,i
COc1cccc(/C=N/N2CCOCC2)c1O,-5.9,-6.5,5.1,i,i,i,i,i,i,i,i
CC(=O)Nc1ccc(S(=O)(=O)Nc2cc(C)cn(Cc3ccccc3)c2=O)cc1,14.3,-3.5,3.6,i,i,i,i,i,i,i,i
O=C(CCN1C(=O)C2CC=CCC2C1=O)Nc1cc(C(F)(F)F)ccc1N1CCCC1 (configuration not stated),-6.2,-14.3,-0.4,i,i,i,i,i,i,i,i
Cc1nn(-c2ccc(Cl)cc2)c2sc(C(=O)c3c(N)n(C)c(=O)n(C)c3=O)cc12,-3.3,24.1*,-7.7,i,i,i,i,i,i,i,i
CC(C)CN(C(=O)COC(=O)C(C)N1C(=O)c2ccccc2C1=O)c1c(N)n(Cc2ccccc2)c(=O)[nH]c1=O (configuration not stated),0.2,-12.7,9.0,i,i,i,i,i,i,i,i
COc1ccc(Cl)cc1NC(=S)NNC(=O)C1(C)CC1(Cl)Cl (configuration not stated),2.4,-11.3,7.1,i,i,i,i,i,i,i,i
C=CCO/N=C(\C)c1c(O)c(C)c(-c2ccccc2)n(-c2ccccc2)c1=O,6.1,-13.8,-2.7,i,i,i,i,i,i,i,i
O=C(CN1C(=O)C2CC=CCC2C1=O)NCC(=O)Nc1ccc(F)c(F)c1F (configuration not stated),-3.1,-17.1,9.2,i,i,i,i,i,i,i,i
Cc1ccc2c(c1)NC(=O)C(N1CCOCC1)(C(F)(F)F)O2 (configuration not stated),3.4,-4.9,10.8,i,i,i,i,i,i,i,i
COc1ccc(CCNC(=O)CCSc2nc(-c3ccco3)cc(C(F)(F)F)n2)cc1OC,-5.3,-4.5,17.0,i,i,i,i,i,i,i,i
CCNc1ccccc1C(=O)O,4.4,-6.8,-8.2,i,i,i,i,i,i,i,i
COC(=O)Nc1nc(-c2cc(Cl)ccc2Cl)cs1,0.0,-15.7,4.7,i,i,i,i,i,i,i,i
O=C(N/N=C/c1ccncc1)c1cccs1,1.1,-8.1,1.0,i,i,i,i,i,i,i,i
O=C(CCNS(=O)(=O)c1ccc(Br)s1)NCc1ccc(F)cc1,-5.8,-6.9,5.7,i,i,i,i,i,i,i,i
O=C(COC(=O)c1ccc[nH]c1=O)NCCc1ccc(F)cc1,-1.0,-11.3,1.3,i,i,i,i,i,i,i,i
O=C(/C=C/c1c(Cl)cccc1Cl)NCc1ccco1,0.1,-5.7,-2.1,i,i,i,i,i,i,i,i
Cc1c(NC(=O)CN2C(=O)NC(C)(c3ccc(OC(F)F)cc3)C2=O)c(=O)n(-c2ccccc2)n1C (configuration not stated),25.3,-13.0,-0.2,i,i,i,i,i,i,i,i
O=C(Nc1ccccc1F)NC1CC1,7.3,5.8*,3.4,i,i,i,i,i,i,i,i
COc1ccc(C)cc1NC(=O)c1ccoc1C,1.6,-5.9,3.4,i,i,i,i,i,i,i,i
O=C(CCCCCCCC(=O)c1ccccc1)c1ccccc1,-8.9,-5.8,2.0,i,i,i,7*,i,i,i,i
CS(=O)(=O)Nc1ccccc1C(=O)NCC1(N2CCCCC2)CCCCC1,-1.6,-5.4,-2.9,i,i,i,i,i,i,i,i
O=C(COc1ncnc2sccc12)NC1CCCc2ccccc21 (configuration not stated),6.7,-6.6,-4.7,i,i,i,i,i,i,i,i
O=C(CN1C2=NCCN2c2ccccc21)c1ccc2c(c1)OCO2,-4.4,-1.5,9.7,i,i,i,i,i,i,i,i
Nc1nc(=S)c2ncn(C3OC(CO)C(O)C3O)c2[nH]1 (configuration not stated),2.1,-6.7,10.8,i,i,i,i,i,i,i,i
Cc1ccc(NC(=O)COC(=O)C(CC(C)C)N2C(=O)C3CC=CCC3C2=O)c(C)c1 (configuration not stated),3.1,-21.3,-4.8,i,i,i,i,i,i,i,i
CCn1c(COc2ccccc2)nnc1SCC(=O)C(C)(C)C,1.8,-12.2,1.4,i,i,i,i,i,i,i,i
COc1cc(NC(=O)C(=O)NNC(=O)C2CCCCC2)c(OC)cc1Cl,6.6,1.7,-3.3,i,i,i,i,i,i,i,i
# The list continues.
SMILES,SKKanGAS inh,hERG rescue,HDAC3 inh,RGS4 inh,TMEM16A act,KCNK9 inh,KCNQ1 block,KCNK3 block,RGS4 act,KCNQ1 act,TMEM16A inh
COc1ccccc1OCC(=O)NN1Cc2ccccc2C1=N,4.4,-11.9,0.4,i,i,i,i,i,i,i,i
CCOc1cccc(CN2CCC(Oc3ccc(C(=O)N4CCCC4)cc3)CC2)c1,-4.3,-8.7,-10.3,i,i,i,i,i,i,i,i
COc1ccc(NC(=S)NCc2ccccc2)c(OC)c1,6.6,-7.0,1.5,i,i,i,i,i,i,i,i
Fc1ccc(-c2nnc(CSc3nnc(-c4ccc5c(c4)OCO5)o3)o2)cc1,-3.6,-8.4,-11.7,i,i,i,i,i,i,i,i
COc1ccc(CCC(C)Nc2ccc(F)cc2)cc1 (configuration not stated),5.0,-19.2,2.3,i,i,i,i,i,i,i,i
CCCc1[nH]nc2c1C(c1ccc(OCCN3CCOCC3)c(OCC)c1)C(C#N)=C(N)O2 (configuration not stated),15.7,-4.9,10.2,i,i,i,i,i,i,i,i
CN(C)c1ccc(C(=O)/C=C/c2ccc(Br)cc2)cc1,-7.8,-4.0,-10.7,i,i,i,i,i,i,i,i

# Screening results as filed in PubChem BioAssay.
